Compound activity from PubChem.
Abeta rescue = restores growth of yeast expressing A-beta42 peptide. hit rate 0.063% among 410,000. Potency, µM (doses to about 46.1 µM), for the others: at the top dose growth rescue, hits mostly activators. yeast expressing A-beta42, growth rescue, OD600, 48 h; response scale: 0% DMSO, 100% iron-clioquinol control. AID 1347071; note: potency is the fitted concentration of half-maximal effect; nearly all actives have a fitted effect of over 55% in size
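Yeast A-beta toxicity model in growth medium with pinned compounds, 48 h at 30 C; growth read as absorbance at 600 nm. Normalized to FeCl3/clioquinol equimolar mix (positive) and DMSO (negative).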
Nrf2 activator = activators of Nrf2 (ARE) signaling | AREc32 ARE-luciferase reporter (MCF7-derived line), luminescence, 24 h | Potency, µM (top dose mostly 46.1 µM), for the others: top-dose activation, hits mostly activators | hit rate 0.31% among 410,000; note: potency is the fitted concentration of half-maximal effect; % of control where 0% means no effect; nearly all actives have a fitted effect of over 65% in size
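Nrf2 activation is followed as ARE-luciferase induction in the AREc32 line after one day of compound treatment; luminescence is read with Steady-Glo.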
TGFb inhibitor = TGF-b pathway inhibition; HepG2 CAGA-GFP TGF-b/SMAD3 reporter, GFP fluorescence, 18 h; TGF-beta stimulated, 500 pg/mL final; Potency, µM (titrated, usually from 46.1 µM), inactives show at the highest dose activity, negative = inhibition, usual class: inhibitors; hit rate 1.2% among 410,000; AID 588855; note: potency is the fitted concentration of half-maximal effect; % is set by controls: 0 for no effect and ±100 for the full control effect; nearly all actives have a fitted effect of over 65% in size
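Smad-responsive CAGA-GFP expression was quantified in HEPG2 cells exposed to compounds and 500 pg/mL final TGF-beta for 18 h at 37 degrees C; unstimulated wells defined full inhibition.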
CCT chaperon mod = changes cytosolic chaperonin activity; purified chaperonin ATPase assay, HTRF ADP detection, 30 min; activity change, % (concentration not given with the values), hits read low; hit rate 0.3% among 360,000; AID 651819; in the data active = activity change below about -30%; note: % is set by controls: 0 for no effect and ±100 for the full control effect
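Nucleotide hydrolysis assay: TRiC at 20–40 nM final (set by batch activity) with 10 uM ATP, 30 min at 37 °C, in presence of 76 uM compound. Detection by competitive ADP HTRF, 30 min ambient.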
Mm-Cpn inhibitor = blocks the Methanococcus maripaludis chaperonin Mm-Cpn | purified Mm-Cpn ATPase, ADP Transcreener TR-FRET | Potency, µM (doses to about 76.9 µM), for the others: at the top dose activity, negative = inhibition, most hits filed as inhibitors | hit rate 0.031% among 330,000 | AID 504842; note: potency is the fitted concentration of half-maximal effect; % is set by controls: 0 for no effect and ±100 for the full control effect; nearly all actives have a fitted effect of over 80% in size
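ATP (10 uM final) was added to archaeal chaperonin (25 nM final) after 10 min exposure to test compound at 37°C; after 30 min further incubation, ADP was detected by competitive TR-FRET.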
Nrf2 inh = blocks Nrf2 signaling; A549 ARE-Fluc reporter, luciferase luminescence, 18-24 h; Potency, µM (highest dose often 46 µM), for inactives: top-dose activity change, negative = inhibition, hits mostly inhibitors; hit rate 2.1% among 360,000; AID 504444; note: potency is the fitted concentration of half-maximal effect; % is set by controls: 0 for no effect and ±100 for the full control effect; nearly all actives have a fitted effect of over 60% in size
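Two sequential reads on A549 ARE_Fluc cells exposed to compound for 18-24 h: a CellTiter-Fluor fluorescence read for viability, then a luciferase luminescence read for Nrf2/ARE activity.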
Akt phos inh = inhibitors of Akt phosphorylation; AID 651550; activity change, % for hits at 50 µM; Neuro2A IGF-stimulated pAkt S473 HTRF, 20 min; hits give low values; hit rate 0.32% among 360,000; in the data active = activity change below about -80%; inconclusive = mostly about -51% to -80%; note: % is set by controls: 0 for no effect and ±100 for the full control effect
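Neuro2A cells in DMEM with 0.5% FBS, overnight at 37 deg C, given compound at single 50 µM final, then IGF (6 nM final) for 20 min at 37 deg C. Lysed; phospho-Akt Ser473 by HTRF after 24 h, 665/615 ratio.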
HepG2 tox = HepG2 cytotoxicity, counter-screen for TGF-b inhibitors | HepG2 CAGA-GFP viability, ATP luminescence, 18 h | Potency, µM (top dose mostly 46.1 µM), for the others: top-dose activity change, negative = cytotoxicity, hits mostly cytotoxic | hit rate 0.76% among 410,000 | AID 588856; note: potency is the fitted concentration of half-maximal effect; some results filed as inactive show a strong effect at the top dose
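CellTiter-Glo luminescence gave cytotoxicity after 18 hours at 37 degrees C. The cells were HepG2 CAGA-GFP in 1% FBS DMEM, stimulated with 500 pg/mL TGF-beta after compound addition. %Activity was normalised to no-cell wells (complete cell-killing) and DMSO (no toxicity), and curves were fitted and classified.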
A549 viability = A549 cytotoxicity, counter-screen for Nrf2 inhibitors | A549 ARE-Fluc cells, CellTiter-Fluor viability, 18-24 h | Potency, µM (highest dose often 46 µM), inactives show at the top dose activity change, negative = cytotoxicity, usual class: inhibitors | hit rate 0.16% among 390,000 | AID 504648; note: potency is the fitted concentration of half-maximal effect; % is set by controls: 0 for no effect and ±100 for the full control effect
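A549 ARE-Fluc cells in 5% FBS OPTI-MEM, 5000 cells/well, rested 2 h then exposed to compounds in concentration-response for 18-24 h at 37 °C. Viability by CellTiter-Fluor fluorescence (Ex 405/Em 525) after 30 min; luciferase luminescence (BugLite, 15 min, RT) read afterwards.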
Starred values were filed as active, the others as inactive; i = inactive; ? = inconclusive; . = no result given; & = joins results of further samples; [ ] = remark or other dose. Unless noted, calls come from the whole dose curve; as a rule, active = well fitted curve in the direction sought with a large enough effect; inconclusive = small, poorly fitted or top-dose-only effect, or another doubt; inactive = no such curve, though single readings can be large; an effect the other way counts as inactive or inconclusive.

SMILES	Abeta rescue	Nrf2 activator	TGFb inhibitor	CCT chaperon mod	Mm-Cpn inhibitor	Nrf2 inh	Akt phos inh	HepG2 tox	A549 viability
O=C(N/N=C/c1ccccc1OC(F)F)c1cc(-c2ccncc2)nc2ccccc12	-6%	-0.6%	-27%	-0.1	0%	21%	i	-17%	-8%
O=C(NCc1ccccc1)C(C(=O)c1ccc(F)cc1)n1ccccc1=O (stereo not given)	5%	-0.2%	-13%	1.7	?	-2%	i	-3%	-20%
COc1ccc(C(=O)Cc2cc(OC)c(OC)cc2[N+](=O)[O-])cc1	8%	-0.9%	0%	-2.6	-1%	0%	i	-1%	-2%
Cc1ccc(NC(=S)NCc2ccc(S(N)(=O)=O)cc2)cc1Cl	5%	2.9%	6%	1.2	2%	27%	i	8%	1%
COc1ccccc1NC(=O)C12CC3CC(C1)CC(c1ccc(C)cc1)(C3)C2	-4%	-0.3%	-4%	-3.4	1%	?	i	-1%	-9%
CC(C)N1CCN(CCCc2ccccc2)CC1CCO (stereo not given)	8%	0.0%	1%	1.2	0%	8%	i	-37%	?
CC(C)C1C(=O)N(Cc2cn(CCC3OCCO3)nn2)CCS(=O)(=O)N1Cc1ccc(-c2cccc(CO)c2)cc1 (stereo not given)	-8%	0.5%	0%	-0.2	.	.	i	-22%	.
CCCOc1ccc(C(=O)Nc2ccc(Cl)c(-c3nc4ncccc4o3)c2)cc1	10%	1.1%	5%	.	.	?	.	-8%	-5%
COCCn1c(SCC(=O)c2c(N)n(C3CC3)c(=O)[nH]c2=O)nnc1-c1ccc(Cl)cc1	7%	-1.7%	1%	-2.8	-2%	16%	i	5%	1%
CCCCN(CC)CCNC(=O)C1CCN(c2nnc(C)c3c(C)n(-c4ccc(C)cc4)nc23)CC1	-13%	3.5%	0%	.	.	?	.	-5%	23µM*
CN(C1CCCCC1)S(=O)(=O)c1cn(C)c(=O)n(C)c1=O	-4%	0.2%	?	0.2	-1%	2%	i	-18%	1%
COc1ccc(C(=O)c2c(N)c(C(=O)Nc3ccccc3Cl)c3ccccn23)cc1	-23%	-0.1%	12%	.	.	6%	.	-2%	12%
CC12CCC(C(=O)NC(c3ccccc3)c3ccccc3)(OC1=O)C2(C)C (stereo not given)	-16%	0.2%	7%	-0.4	0%	0%	i	-36%	0%
O=C1CSC(=S)N1c1ccc(Cl)c(Cl)c1	-27%	0.7%	-6%	-5.4	-1%	3%	i	0%	-4%
O=C(NCc1ccc(F)cc1)c1ccc2c(=O)n3c(nc2c1)CCCCC3	-17%	-0.2%	2%	-0.1	0%	-11%	i	-42%	6%
CC(Oc1ccccc1)C(=O)Nc1nnc(S(=O)(=O)N2CCCCCC2)s1 (stereo not given)	3%&4%	-0.7%&-1.0%	-1%&-29%	0.1	-8%	-19%&-19%	i	4%&-20%	-8%&0%
O=C(c1ccc(C(=O)N2CCOCC2)s1)N1CCOCC1	2%	-0.1%	0%	-0.2	0%	4%	i	-5%	1%
NC(=O)c1ccsc1NC(=O)COC(=O)c1ccc(Cl)nc1	4%	1.4%	-10%	1.4	-4%	13%	i	-6%	-3%
COc1ccc(C(=O)NCc2ccc(C)cc2)cc1S(=O)(=O)N1CCCc2ccccc21	4%	-0.1%	-11%	-0.9	1%	3%	i	-12%	-6%
CCOc1ccccc1CNc1nc2nc3c(c(=O)n2[nH]1)CCC3	5%	-0.3%	-12%	1.2	-1%	.	i	3%	-6%
Cc1ccccc1Cn1nnc2c1C(=O)c1ccccc1C2=O	-7%	0.7%	3.5µM*	-1.6	.	?	i	-88%	-3%
O=C(O)/C(=C\c1ccccc1OC(F)F)c1ccc(-c2ccccc2)cc1	6%	9.2%	2%	0.1	-1%	14%	i	-38%	-4%
OCC1(CCOc2ccccc2)CCN(Cc2cn[nH]c2-c2ccccc2)CC1	-8%	0.4%	3%	0.9	1%	5%	i	-31%	2%
O=C(c1ccc(COCC(F)(F)F)cc1)N1CCN(c2ccccn2)CC1	-8%	0.8%	0%	-0.4	-3%	0%	i	-15%	0%
CC(C)CCN1CCN(Cc2ccc(Oc3ncccn3)cc2)CC1CCO (stereo not given)	-6%	0.3%	13%	-1.4	2%	1%	i	10%	-7%
Cc1ccc(CNC(=O)COC(=O)CSc2ccc(Br)cc2C)cc1	-6%	0.2%	0%	4.5	3%	6%	i	5%	-12%
CN1CCc2[nH]c3ccc(C(=O)NN)cc3c2C1	7%	0.4%	-16%	-1.5	0%	1%	i	3%	0%
O=C(O)c1cn(-c2ccc(N3CCCC3)c(F)c2)c2c(F)c(F)c(F)cc2c1=O	-68%[inhibitor]	3.2%	1%	-1.0	-25%	?	i	-3%	-7%
COc1ccc(CNc2nc(NCc3ccc(OC)cc3)n(C(=O)c3ccncc3)n2)cc1	6%	0.6%	-1%	1.6	2%	6%	i	0%	21%
Cc1ccc(CN2CCC(C(=O)Nc3cccc(-c4cccc(F)c4)c3)CC2)o1	0%	7.6%	-27%	-1.2	2%	-5%	i	-42%	1%
O=C(Cn1ncc2c([nH]c3ccccc32)c1=O)Nc1ccc(F)cc1F	0%	2.4%	-5%	0.1	-1%	2%	i	5%	-3%
COc1ccccc1NC(=O)Nc1ccnn1C1CCN(C(=O)c2cccnc2)CC1	.	-1.3%	-4%	0.3	-1%	-8%	i	0%	-6%
Cc1ccc(NC(=O)C2SC(=Nc3ccccc3)C(C(=O)Nc3ccc(Cl)cc3)=C2N)cc1 (stereo not given)	?	1.9%	-26%	-2.2	-6%	-9%	i	2%	-22%
O=C(CSc1nc2c([nH]c3ccccc32)c(=O)n1-c1ccc(Cl)cc1)c1ccccc1	-11%	0.6%	1%	.	.	.	.	1%	4%
N#Cc1nc(-c2ccco2)oc1NCc1cccnc1	-28%	?	3%	0.2	0%	11%	i	7%	15%
CC1CCc2c(sc(NC(=O)Cc3ccccc3)c2C(=O)Nc2ccc(Cl)cc2)C1 (stereo not given)	-8%	20%	-4%	.	.	4%	.	-3%	-2%
COc1ccc(CCNS(=O)(=O)c2ccc([N+](=O)[O-])cc2)cc1OC	5%	-1.0%	-24%	-0.5	1%	11%	i	-10%	10%
CCn1c(=O)cc(SCC(=O)N2CCCCC2)c2ccccc21	-13%	9.7%	35%[activator]	-0.4	2%	13%	i	-10%	26%
Cc1cc(C(=O)Nn2c(C)nc3ccccc3c2=O)ccc1[N+](=O)[O-]	7%	0.1%	-7%	0.2	-1%	-6%	i	6%	0%
COc1ccc(NC(=O)CN2CCCN(Cc3ccc(Cl)cc3)S2(=O)=O)cc1Cl	-7%	2.5%	?	.	.	-10%[9.27 µM]	.	-21%	-10%
Cn1ccnc1SCC(=O)NC12CC3CC(CC(C3)C1)C2	0%	0.7%	?	-1.1	-5%	-3%	i	-16%	4%
CCOC(=O)c1csc(NC(=O)c2cc3ccccc3o2)n1	-13%	-0.1%	-11%	1.4	-1%	0%	i	-29%	11%
Cc1ccc2c(c1)c1c(c(=O)n(Cc3ccccc3)c(=O)n1Cc1cccc(F)c1)n2C	-5%	-0.9%	-19%	.	.	26%	.	2%	7%
Cc1cc(=O)oc(C)c1C(=O)NCc1ccccn1	20%	-0.2%	18%	-0.2	1%	.	i	-4%	-2%
CC(C)C(=O)N1CCCC1(C)C(=O)Nc1ccc(-n2cncn2)cc1 (stereo not given)	-9%	-0.6%	10%	2.6	.	.	i	-10%	.
Cc1nnc(SCC2=C(C(=O)O)N3C(=O)C(NC(=O)c4cc(F)c(F)cc4Cl)C3SC2)s1 (stereo not given)	8%	0.7%	-18%	0.4	-6%	1%	i	-17%	13%
Cc1cc(C)c2cc(C#N)c(N3CCCN(S(=O)(=O)c4ccccc4)CC3)nc2c1	-10%	0.4%	1%	-0.5	.	4%	i	-3%	1%
COc1ccc(-c2coc3cc(O)ccc3c2=O)cc1O	-4%	0.5%	28%	-1.6	.	-3%	i	12%	-1%
O=C(NCCc1ccc(Cl)cc1)c1cc(-c2ccncc2)nc2ccccc12	-2%	2.9%	-4%	-4.7	-16%	-19%	i	-24%	?
O=C1CC(=C2c3ccccc3-c3ccccc32)C(=O)N1CCCCN1CCN(c2ccccc2)CC1	-57%[inhibitor]	6.7%	-18%	-0.5	0%	-15%	i	-18%	?
COc1cccc(CNC(=O)CCC2CCCN(C(=O)c3ccc(OC)c(F)c3)C2)c1 (stereo not given)	7%	-0.6%	-13%	-0.8	0%	18%	i	2%	-2%
Cc1nc(S(=O)(=O)NC2CCCCC2)c(C#N)c(C)c1Cl	-22%	13µM*	0%	-3.3	-2%	-9%	i	-19%	-9%

4 entries out of the list, ordered by number of heavy atoms, highest first:
SMILES	Abeta rescue	Nrf2 activator	TGFb inhibitor	CCT chaperon mod	Mm-Cpn inhibitor	Nrf2 inh	Akt phos inh	HepG2 tox	A549 viability
O=C(CSc1nc2c([nH]c3ccccc32)c(=O)n1-c1ccc(Cl)cc1)c1ccccc1	-11%	0.6%	1%	.	.	.	.	1%	4%
Cc1ccc(CNC(=O)COC(=O)CSc2ccc(Br)cc2C)cc1	-6%	0.2%	0%	4.5	3%	6%	i	5%	-12%
Cc1ccccc1Cn1nnc2c1C(=O)c1ccccc1C2=O	-7%	0.7%	3.5µM*	-1.6	.	?	i	-88%	-3%
COc1ccc(-c2coc3cc(O)ccc3c2=O)cc1O	-4%	0.5%	28%	-1.6	.	-3%	i	12%	-1%
